# Source: PubChem BioAssay
# SRC3 TRFRET art: TR-FRET detection interference compounds, artefact control for PPARgamma SRC-3 recruitment agonists, biochemical, TR-FRET ratio; AID 1048, 2008; TR-FRET artefact counter-screen, PPARgamma/SRC-3 format; stronger effect = higher value; actives 0.39% (n = 99,000); TR-FRET ratio at 8 µM; in the data active means TR-FRET ratio above about 2000; further: inactives centre near 1600
# SRC1 TRFRET art: TR-FRET detection interference compounds, primary screen, artefact control for PPARgamma SRC-1 recruitment agonists, biochemical, TR-FRET emission ratio. TR-FRET detection artefact counter-screen; stronger effect = higher value. TR-FRET ratio at 8 µM. actives 0.34% (n = 99,000). AID 1051, 2008; in the data active means TR-FRET ratio above about 2300; further: inactives centre near 1800
# Starred values were filed as active, the others as inactive. These rows are one share of the data; the hit share may differ from the screen's.
SMILES,SRC3 TRFRET art,SRC1 TRFRET art
O=C(c1cc([N+](=O)[O-])ccc1Cl)N1CCN(Cc2ccc3c(c2)OCO3)CC1,1370,1626
Clc1cccc(Oc2ncccn2)c1,1748,2174
O=C(O)C(c1ccccc1)C(c1ccccc1)c1ccccc1 (stereo not drawn),1642,1590
CCOC(=O)c1cnc(/N=C/N(C)C)s1,1336,1583
CCc1nnc(NC(=O)CSc2ccc(-c3ccco3)nn2)s1,1549,1875
CC1CCCCC1NC(=O)/C(C#N)=C/c1ccc2c(c1)OCCO2 (stereo not drawn),1590,1756
CCOC(=O)C1(CCCc2ccccc2)CCN(C(=O)CCOC)CC1,1620,1773
O=C(COc1ccccc1C(=O)NCc1ccncc1)Nc1ccc(Br)cc1,1570,1757
[O-]/C(=C(\C(=S)Nc1cccc2ccccc12)[n+]1ccccc1)c1ccc(Cl)s1,1708,1663
CCOc1cccc(CNCc2cccnc2)c1OCc1ccccc1,1501,1585
O=C1CCCC(O)=C1N=Nc1ccc(Cl)c(Cl)c1,1497,1761
COc1ccc(NC(=O)c2ccccc2N(Cc2ccccc2)S(C)(=O)=O)cc1OC,1720,1880

# Filtered by structure, those above containing two or more sulfur atoms.
SMILES,SRC3 TRFRET art,SRC1 TRFRET art
CCc1nnc(NC(=O)CSc2ccc(-c3ccco3)nn2)s1,1549,1875
[O-]/C(=C(\C(=S)Nc1cccc2ccccc12)[n+]1ccccc1)c1ccc(Cl)s1,1708,1663

# (listing goes on)
SMILES,SRC3 TRFRET art,SRC1 TRFRET art
Cc1cc(Br)cc(Cl)c1OCC(=O)NC(=O)NCc1ccccc1,1836,1783
COc1ccccc1N1CCN(/N=C/c2ccc(OC)c(OC)c2OC)CC1,1619,1793
Cn1nccc1C(=O)Nc1sc2c(c1C(N)=O)CCCC2,1713,1838
O=C(C1CCCO1)N1CCN(C(=S)Nc2ccccc2F)CC1 (stereo not drawn),1739,1903
NC(=O)CS(=O)(=O)c1nc2ccccc2n1Cc1ccccn1,1545,1954
CCCN(C(=O)COc1ccc(Cl)cc1Cl)c1c(N)n(Cc2ccccc2)c(=O)[nH]c1=O,1602,1956
CCOC(=O)Nc1ccc2c(COC(=O)CNS(=O)(=O)c3cccc(Br)c3)cc(=O)oc2c1,1327,1520
O=C(NC(=S)NCc1ccc2c(c1)OCO2)c1ccccc1,1632,1999
O=C(O)c1ccccc1N/C=C\[N+](=O)[O-],1512,1877
COc1ccc(CN2CCNC(=O)C2CC(=O)NCc2csc(C(C)C)n2)c(OC)c1 (stereo not drawn),1418,1575
COc1cccc(C(C)NC(=O)c2c(F)cccc2Cl)c1 (stereo not drawn),1403,1910
O=C1CCN(C(=O)CSc2ccc(Cl)cc2)N1,1666,1821
Fc1ccc(Nc2cccc3nccnc23)cc1,1707,2244
COc1ccc(OCc2nc3ccc(S(=O)(=O)Nc4ccccc4Cl)cc3[nH]2)cc1,1720,1655
CSc1ccc(S(=O)(=O)N(C)Cc2ccccc2)cc1,1438,1813
CCN(CC)C(=O)Cn1cc(C(=O)C(=O)NCc2cccs2)c2ccccc21,1462,1764
O=[N+]([O-])c1cc(-c2nc(-c3ccncc3)no2)cc([N+](=O)[O-])c1,1280,1627
Cc1c(NC(=O)NCc2ccccc2)c(=O)n(-c2ccccc2)n1C,1402,1765
CC(C)c1ccc2c(c1)c(SC(C)(C)C)c(CC(C)(C)C(=O)O)n2Cc1ccc(Cl)cc1,1436,1875
O=C(NC(=S)NC1CCS(=O)(=O)C1)c1cccs1 (stereo not drawn),1598,1696
O=C(COc1ccc(Cl)cc1Cl)Nc1ccc(CN2CCCCC2)cc1,1672,2015
C/C(=N\NC(=O)c1ccc(N(C)C)cc1)c1ccc(C)cc1C,1656,1963
O=C(c1ccc(-c2nc3ccccc3s2)s1)N1CCOCC1,1563,1761
COc1cc(OC)c(-c2c3cc(O)c(=O)cc-3oc3cc(O)c(O)cc23)cc1OC,1808,2053
Cc1ccc(NC(=O)NC(=O)N(C2CCCCC2)S(=O)(=O)c2ccccc2)cc1,1511,2072
CCC(C(=O)NC1CCCCC1)n1c(SCc2ccccc2F)nc2ccncc21 (stereo not drawn),1470,1655
COC(=O)C1=C(C(=O)OC)C2C(C)=CC(C)=CN2C(C(=O)OC)=C1C(=O)OC (stereo not drawn),1677,2063
O=C(Cc1ncc(C(F)(F)F)cc1Cl)NCc1ccco1,1334,1863
O=C1CC(N2CCN(c3ccccc3F)CC2)C(=O)N1c1ccc2c(c1)OCCO2 (stereo not drawn),1658,1927
CS(=O)(=O)n1nc(OC(=O)c2cc(Br)ccc2Cl)cc1N,1639,1846
O=[N+]([O-])c1cccnc1N/N=C/c1ccccc1O,1760,2163
Cn1c(=O)n(C)c2cc(/C=N/N=C3/NC(=O)C(CC(=O)O)S3)ccc21 (stereo not drawn),1491,1831
CCOC(=O)Nc1ccc(S(=O)(=O)NC2CCCCC2)cc1,1716,1877
O=S(=O)(c1cccc(-c2nnc3n2CCCCC3)c1)N1CCCC1,1551,1883
COc1ccc(/C=C(\NC(=O)c2ccccc2)C(=O)OC[C@@H]2CCC[N+]3(C)CCCCC23)cc1OC (stereo partly drawn),1363,1765
CCOc1ccc(NC(=O)c2ccc(NC(=S)NC3CC3)cc2)cc1,1619,1915
O=C(/C(=N\O)n1cncn1)c1ccc(Br)cc1Br,1418,1853
COc1ccc(CCNC(=O)CCCN2C(=O)c3ccccc3C2=O)cc1,1387,1775
CCN(CC)CCN(Cc1cc2cc(C)c(C)cc2[nH]c1=O)C(=S)NCc1ccco1,1355,1608
CC(C)(C)NC(=O)Cn1c(=O)c(=O)n(Cc2ccccc2)c2ccc(Cl)cc21,1587,1933
CCN(Cc1ccccc1)C(=O)Cn1c(=O)n(-c2ccc(OC)cc2OC)c(=O)c2c(C)c(C)sc21,1416,1763
CCOC(=O)c1cc(C)nn1-c1nc(Cl)cc(OC)n1,1621,1701
O=C(COc1ccc(S(=O)(=O)N2CCCCC2)cc1)NCc1ccccn1,1425,1669
Cc1ccc(C)c(C(=O)CN2C(=O)NC3(CCC(C)CC3)C2=O)c1 (stereo not drawn),1590,1831
Cc1ccc(C(=O)NNC(=O)CCn2nnc3ccccc32)cc1,1297,1734
CC1(C)CC(=O)C(C=Nc2cccnc2/N=C/C2=C(O)CC(C)(C)CC2=O)=C(O)C1,1529,1883
CC(=O)c1cccc(NC(=O)Nc2cccs2)c1,1533,1908
COc1ccc(Cl)cc1NC(=S)Nc1ccccc1C,1571,1885

# Grouped by structure: the entries above with a thiophene ring, fused or not.
SMILES,SRC3 TRFRET art,SRC1 TRFRET art
[O-]/C(=C(\C(=S)Nc1cccc2ccccc12)[n+]1ccccc1)c1ccc(Cl)s1,1708,1663
Cn1nccc1C(=O)Nc1sc2c(c1C(N)=O)CCCC2,1713,1838
CCN(CC)C(=O)Cn1cc(C(=O)C(=O)NCc2cccs2)c2ccccc21,1462,1764
O=C(NC(=S)NC1CCS(=O)(=O)C1)c1cccs1 (stereo not drawn),1598,1696
O=C(c1ccc(-c2nc3ccccc3s2)s1)N1CCOCC1,1563,1761
CCN(Cc1ccccc1)C(=O)Cn1c(=O)n(-c2ccc(OC)cc2OC)c(=O)c2c(C)c(C)sc21,1416,1763
CC(=O)c1cccc(NC(=O)Nc2cccs2)c1,1533,1908

# More structures:
SMILES,SRC3 TRFRET art,SRC1 TRFRET art
CN1CCN(S(=O)(=O)c2ccc(NC(=O)COc3ccccc3Cl)cc2)CC1,1817,1712
COc1ccc(-c2nc(-c3ccc(O)cc3O)cs2)cc1OC,1619,1923
Cc1cc(C)c(C(=O)CN2C(=O)NC3(CCCCC3)C2=O)cc1C,1511,1769
CC(C)c1ccc(/C=C/C(=O)NC(=S)Nc2ccc(CN3CCOCC3)cc2)cc1,1630,1615
CC(C(=O)N1CCCCC1)N(C)CC(=O)Nc1ccc(Cl)cc1 (stereo not drawn),1616,2001
COc1cccc(C2C(C(=O)NCc3ccccc3)=C(C)Nc3ncnn32)c1 (stereo not drawn),1589,1928
Cc1oc(-c2ccccc2F)nc1CS(=O)(=O)CC(=O)NCCCc1ccccc1,1626,1749
COC(=O)c1cc2n(n1)CCN(Cc1cccc(OC)c1)C2=O,1447,1860
COC(=O)N/N=C(\C)c1ccc(OC(F)F)cc1,1613,1778
CCSc1nnc(NC(=O)c2cccc(OCc3c(C)noc3C)c2)s1,1501,1689
CCCNC(=S)N1CCCC(c2nc3ccccc3[nH]2)C1 (stereo not drawn),1396,1618
COc1cc(/C=N/NC(=O)c2ccc(C)nc2)cc([N+](=O)[O-])c1O,1836,1927
Cc1c(NC(=S)NC(=O)c2ccco2)cccc1-c1nc2ncccc2o1,1517,1640
Cc1nn(C)c(C)c1S(=O)(=O)N1CCCC(C(=O)NC2CCCCCC2)C1 (stereo not drawn),1627,1626
CC1CCN(C(=O)/C(=C\c2cccs2)NC(=O)c2ccccc2)CC1,1778,1915
COc1ccc(CCN2C(=O)c3cccc4c(C(=O)N5CCCCC5)ccc(c34)C2=O)cc1OC,1417,1894
N=C1/C(=C/c2cccn2CCOc2ccccc2)C(=O)N=C2SC=C(c3ccccc3)N12,1603,1975
COc1cc(OC)cc(C(=O)N2CCN(Cc3ccccc3Br)CC2)c1,1530,1566
O=C(Nc1ccc(Cl)cc1)ON=C1CCCC1,1593,1881
CC(O)C(=O)N/N=C/c1ccccc1C(=O)O (stereo not drawn),1661,1611
COc1ccc(C(=O)OC/C(O)=C(\C#N)c2nc3ccccc3[nH]2)cc1S(=O)(=O)N1CCOCC1,1523,1685
CCC(C)/C(C)=N/NC(=O)CNS(=O)(=O)c1ccc([N+](=O)[O-])cc1 (stereo not drawn),1665,2056
Cc1cc(C)cc(N2C(=O)CN(Cc3sccc3C)C2=S)c1,1519,1514
CCOC(=O)c1cc(-c2ccccc2)sc1NC(=O)C(C)Sc1nnc(N)s1 (stereo not drawn),1541,1879

# Single records, as listed above:
# COc1ccc(CCN2C(=O)c3cccc4c(C(=O)N5CCCCC5)ccc(c34)C2=O)cc1OC across the screens: SRC3 TRFRET art = 1417; SRC1 TRFRET art = 1894
# COc1cc(OC)cc(C(=O)N2CCN(Cc3ccccc3Br)CC2)c1 across the screens: SRC3 TRFRET art = 1530; SRC1 TRFRET art = 1566
# Cc1nn(C)c(C)c1S(=O)(=O)N1CCCC(C(=O)NC2CCCCCC2)C1 (stereo not drawn) across the screens: SRC3 TRFRET art = 1627; SRC1 TRFRET art = 1626

# (continued)
SMILES,SRC3 TRFRET art,SRC1 TRFRET art
COc1ccc(/C=C(/NC(=O)c2ccccc2Cl)C(=O)NCCCC(=O)O)cc1,1677,1948
COc1ccc(CNC(=O)C(C)Sc2nc3ccccc3c(=O)n2CCCN2CCOCC2)cc1 (stereo not drawn),1455,1586
S=C(NCC1CCCO1)Nc1ccc(Cl)cc1Cl (stereo not drawn),1519,1609
O=c1c2c(ncn2C2CCCC2)n(Cc2ccccc2)c(=O)n1CCOc1ccc(Br)cc1,1693,1848
Cc1csc(SCC(=O)Nc2ccc(Cl)cn2)n1,1598,1984
Cc1ccc(-c2ccc(/C=C3\SC(N4CCOCC4)=NC3=O)o2)cc1,1573,1655
COc1cc2[nH]c(-c3cccc(F)c3)cc(=O)c2cc1OC,1372,1869
COc1ccc(/C(C)=N/OCC(=O)N=Nc2c(O)[nH]c3ccc(Br)cc23)cc1,1687,1600
COc1ccccc1-n1c(CCn2nc(C)c(Br)c2C)n[nH]c1=S,1625,1702
Cc1c(Br)ccc(NC(=O)c2ccccc2[N+](=O)[O-])c1C,1594,1977
COCCN(Cc1cc2c(C)cc(C)cc2nc1Cl)C(=O)c1ccccc1F,1647,1951
O=c1c(-c2ccccc2)c(O)cc(-c2ccncc2)n1-c1ccc(Cl)cc1,1472,2079
Cc1ccc(S(=O)(=O)NCC2CCC(C(=O)NCc3ccccn3)CC2)cc1 (stereo not drawn),1730,1702
Cc1nnc(SCC(=O)c2ccc([N+](=O)[O-])cc2)s1,1613,1810
CN(CCc1ccccn1)C(=O)CCC1CCCN(C(=O)CN2CCCCCC2)C1 (stereo not drawn),1497,1906
Cc1cc2cccc(C)c2nc1SCC(=O)NCC1CCCO1 (stereo not drawn),1476,1980
CCOC1OC(=O)C(Cl)=C1Nc1ccc(C)cc1 (stereo not drawn),1571,1700
O=C(O)C1CN(c2ncccc2[N+](=O)[O-])C1,1610,1774
O=C(NNC(=O)C1CCN(c2ncccn2)CC1)c1ccc(Cl)cc1,1478,1688
Cc1c(C(=O)Nc2cccc(Cl)c2)cn2c(nc3ccccc32)c1C#N,1362,1692
Cc1cccc2sc(NC(=O)CCNS(=O)(=O)c3cccc4nonc34)nc12,1499,2082
CCOc1ccc(/C=C/C2=CC(C)(C)NC(=S)N2)cc1,1593,1534
Cc1ccc2nsnc2c1NC(=O)c1cccnc1Cl,1419,1869
CCOC(=O)Cc1csc(NC(=S)NC(=O)C(C)(C)C)n1,1613,1977
COc1ccc(C(=O)Nc2ccc3c(c2)OCCO3)cc1[N+](=O)[O-],1789,1894
CC(C)=C(NC(=O)c1ccccc1)C(=O)N/N=C/c1ccc(O)cc1,1550,1551
COc1cc(NC(=S)Nc2ccccn2)cc(OC)c1,1596,1793
COCCNc1nc(-c2cc3ccccc3o2)cs1,1504,1867
Cc1ccc(Nc2nc(N)nc(CSC(=S)N3CCN(c4ccccc4)CC3)n2)cc1,1458,1766
Fc1ccccc1Cn1c2[n+](c3ccc(C(F)(F)F)cc31)CCCCC2,1661,2216
CN(C)c1ccc(N=Nc2ccccc2C(=O)OCC(=O)N2CCCCCC2)cc1,1613,1881
N#CCCC12CCCCC1=Nc1ccccc12 (stereo not drawn),1618,2028
Cc1cc(C)cc(NC(=O)NN2C(C)CCCC2C)c1 (stereo not drawn),1395,1812
Cc1cccc(NC(=O)CN2C(=O)N/C(=C/c3cc(C)n(C)c3C)C2=O)c1,1689,1819
CCCOC(=O)c1ccc(NC(=O)CC(C)(C)C)cc1,1655,1654
